Neddylation inh – cullin neddylation inhibition. P61081+Q13564. TR-FRET cullin neddylation, biochemical. calls only at 25 µM. 360,000 tested, 0.58% active. AID 651699; in the data active = inhibition above about 36%
Target sequence (P61081 whole entry, looked up): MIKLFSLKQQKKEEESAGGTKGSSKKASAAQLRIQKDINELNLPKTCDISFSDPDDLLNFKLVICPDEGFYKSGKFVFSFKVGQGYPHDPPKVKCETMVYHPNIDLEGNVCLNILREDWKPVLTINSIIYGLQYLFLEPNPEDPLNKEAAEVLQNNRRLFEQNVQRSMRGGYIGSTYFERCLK
Target sequence (Q13564 whole entry, looked up): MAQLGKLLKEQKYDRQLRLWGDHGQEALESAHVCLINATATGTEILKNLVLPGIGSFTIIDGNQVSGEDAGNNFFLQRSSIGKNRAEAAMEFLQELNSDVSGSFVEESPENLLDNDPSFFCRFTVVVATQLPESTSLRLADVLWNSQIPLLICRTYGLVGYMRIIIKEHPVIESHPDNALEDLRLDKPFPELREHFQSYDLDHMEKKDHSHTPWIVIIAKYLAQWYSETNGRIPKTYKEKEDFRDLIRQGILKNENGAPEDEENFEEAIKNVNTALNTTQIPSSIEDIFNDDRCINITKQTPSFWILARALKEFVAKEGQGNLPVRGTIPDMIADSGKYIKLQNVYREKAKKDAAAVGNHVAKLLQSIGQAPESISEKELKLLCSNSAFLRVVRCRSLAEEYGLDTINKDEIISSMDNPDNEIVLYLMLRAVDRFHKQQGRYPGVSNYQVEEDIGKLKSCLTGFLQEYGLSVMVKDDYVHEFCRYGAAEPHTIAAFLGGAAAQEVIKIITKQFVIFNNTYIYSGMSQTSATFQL
PABP1 MLLE inh – blocks PAM2 peptide binding to the PABP1 MLLE domain; 360,000 tested, 0.36% active; GST-MLLE / FITC-PAM2 fluorescence polarization; AID 588489; inhibition, % at 20 µM; in the data active = inhibition above about 35%, passing the limit was not always enough;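 note: plate controls were DMSO wells with GST-MLLE for no effect and wells lacking GST-MLLE protein for full effect; some results filed as inactive read as strong as hits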
SKN-1 block – inhibitors of C. elegans SKN-1. C. elegans VP596 Pgst-4::GFP/RFP ratio, acrylamide-induced, 24 h. inhibition, % at 21.8 µM. 360,000 tested, 0.49% active;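 active = interference check ratio from 0.5 to 1.5 plus GFP to RFP signal ratio inhibition reaching or exceeding a fixed threshold, cut at about 30% in these data, passing the limit was not always enough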; note: some compounds called inactive have numbers as strong as hits
Rin1-Abl PPI inh – human Rin1-Abl interaction inhibition. P00519+Q13671. TR-FRET Rin1/Abl binding, biochemical. inhibition, % at 7.35 µM. 360,000 tested, 0.4% active; in the data active = inhibition above about 5%, passing the limit was not always enough
MT1-MMP act inh – MT1-MMP (human) activation inhibition. P50281. HT1080 RFP-PRO-GFP cells, GFP/RFP ratio fluorescence, overnight; percent of plate control window, DMSO zero. GFP/RFP ratio change, % at 20 µM. 360,000 tested, 0.061% active. AID 651647;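 active = GFP/RFP ratio change of at least 30% with cell ATP level not reduced by more than half and red fluorescence within 50% of control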; note: strong numbers were not always called active
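Compound: 20 µM single dose, 1% DMSO / System: HT1080 RFP-PRO-GFP cells / Controls: DMSO and RFP-L50D-GFP cell wells / Read-out basis: GFP/RFP fluorescence ratio / Schedule: overnight compound exposure at 37 °C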
FAS-TE inh – blocks the thioesterase domain of human fatty acid synthase. P49327. 360,000 tested, 0.67% active. inhibition, % at 15 µM. recombinant FAS-TE, OMFH fluorogenic substrate, fluorescence endpoint. AID 602261;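 active = compounds whose normalised, plate-corrected inhibition of enzyme fluorescence in the single-dose primary screen is 50% or more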;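 note: 0% = DMSO with enzyme and 100% = substrate without enzyme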
NadD block – inhibitors of Staphylococcus aureus NadD. purified NadD enzyme, colorimetric absorbance read-out. AID 602399. inhibition, % at 20 µM. 360,000 tested, 0.78% active; in the data active = inhibition above about 26%; note: some compounds past the cut are filed as inactive
Rpn11 inh – inhibitors of human proteasome Rpn11. 360,000 tested, 0.59% active. calls only at 20 µM. O00487. human 26S proteasome, Ub4-pepOG fluorescence polarization; 20S core pre-blocked with epoxomicin;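 active = inhibition at 20 µM, scaled to each plate's controls, above about 33%, limit read from the data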
Target sequence (O00487 whole entry, looked up): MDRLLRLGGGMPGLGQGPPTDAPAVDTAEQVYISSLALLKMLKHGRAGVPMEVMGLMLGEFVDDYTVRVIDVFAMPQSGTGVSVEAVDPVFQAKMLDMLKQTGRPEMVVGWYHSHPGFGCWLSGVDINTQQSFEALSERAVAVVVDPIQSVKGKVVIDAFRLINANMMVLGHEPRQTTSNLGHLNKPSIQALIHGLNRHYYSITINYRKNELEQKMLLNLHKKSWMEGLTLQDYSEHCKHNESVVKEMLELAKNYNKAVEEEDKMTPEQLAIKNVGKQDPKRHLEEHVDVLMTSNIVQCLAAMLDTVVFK
CSN inh – inhibitors of human CSN-mediated cullin deneddylation; Q92905; Purified CSN, SCF-Nedd8-OG deneddylation, fluorescence polarization; inhibition, % at 12.5 µM; 360,000 tested, 0.38% active; AID 651999;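 active = pattern-corrected inhibition above about 35%, with an unprinted fluorescence ratio check between 0.5 and 1.5, limit read from the data, passing the limit was not always enough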;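 note: 0% = enzyme with substrate and 100% = substrate without enzyme; some results filed as inactive read as strong as hits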
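Assay system: HEK293T-derived human Csn5 enzyme; quantity: 0.24 nM enzyme; medium: Tris/NaCl/DTT buffer, pH 7.5; also added: substrate SCFSkp2-Nedd8OG, 10 nM; doses: 12.5 µM compound; schedule: 90 min reaction at room temperature; signal: FP; read-out: % inhibition of substrate cleavage by Csn5; benchmarks: substrate-only high control, full reaction low control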
* = called active by the depositor; i = inactive; / = no result given; & = joins results of further samples.

Screens in order: Neddylation inh	PABP1 MLLE inh	SKN-1 block	Rin1-Abl PPI inh	MT1-MMP act inh	FAS-TE inh	NadD block	Rpn11 inh	CSN inh
1. CCOC(=O)N1CCN(C2OC(=O)c3ccccc32)CC1 (stereo unspecified)
  i	-3.4	-35.8	-0.4	0.5	-11.5	-0.6	i	3.7
2. COc1ccc(CCC(C)Nc2ccc(F)c(F)c2)cc1 (stereo unspecified)
  i	-9.8	4.2	-0.7	1.7	21.2	-5.8	i	-3.8
3. O=C(CSc1ccccc1)NNC(=O)c1ccncc1
  i	-6.4	6.8	3.9	1.7	-9.2	-5.3	i	-0.2
4. COc1ccc(OC)c(S(=O)(=O)N2CCC(c3nc4ccccc4[nH]3)CC2)c1
  i	-15.8	-9.7	2.4	-4.2	1.4	-6.4	i	1.9
5. COc1cc(-c2nc(CN3CCN(CC(C)C)C(=O)[C@@H]3C)c(C)o2)ccc1F
  i	-13.6	13.8	1.1	-0.1	-2.8	8.4	i	3.7
6. Cc1noc(C)c1NC(=O)N(C)C[C@@H]1OCc2cnnn2CCCC(=O)N([C@H](C)CO)C[C@@H]1C
  i	-6.2	-8.6	0.4	2.2	-6.1	-0.6	i	0.3
7. COC(=O)c1nnn(-c2nonc2N)c1COc1ccc(C=O)cc1OC
  i	9.4	7.8	-1.4	0.7	-0.9	-4.2	i	1.8
8. CSC1=N/C(=C\c2ccccc2Cl)C(=O)N1N(C)C
  i	13.3	4.7	1.0	0.8	1.6	0.2	i	3.1
9. CCc1ccccc1NC1Nc2cc(C)nn2S1 (stereo unspecified)
  i	-55.5	13.1	-1.3	-0.8	-3.6	2.4	i	-0.6
10. Cc1ccc(-n2c3c(c(=O)[nH]c2=O)C(C(F)(F)F)(C(F)(F)F)NC(=O)N3)cc1
  i	6.1	-4.8	-3.6	-4.5	-4.1	4.4	i	-2.8
11. Cn1c(NC(=O)/C=C/c2c(F)cccc2Cl)cc(=O)n(C)c1=O
  i	-19.1	-13.7	3.4	-0.1	-3.4	-6.5	i	1.4
12. O=C(NCC1(c2ccccc2)CCOCC1)c1cccs1
  i	-0.7	3.2	-0.3	6.9	-1.3	-5.7	i	-3.5
13. CCOC(=O)C(C(=O)OCC)N(C#N)c1nc(OC)nc(N(C)C)n1
  i	-16.6	3.4	-2.8	3.2	-3.9	2.0	i	-3.6
14. Cn1nc(C(=O)NC2CCCN(Cc3ccccc3F)C2)c2ccccc2c1=O (stereo unspecified)
  i	2.0	-0.1	-2.9	2.2	-0.2	0.7	i	4.4
15. Cc1ccc(NC(=O)CN2CC(C)SC2=NC2CCCCC2)cc1 (stereo unspecified)
  i	-122.2&-122.6	-1.4&-17.9	5.1&1.5	1.8&3.9	-4.8&-3.7	5.5&-2.8	i	4.0&-3.4
16. O=C1c2ccccc2C(=O)N1C/C=C/c1ccccc1
  i	15.1	0.6	-4.2	-0.4	-0.3	-3.6	i	-7.3
17. O=C(NC1CC1)C1=C[C@H](C2CC2)C[C@H](OCCCCO)O1
  i	3.7	1.6	4.1	3.0	-7.1	0.9	i	-0.8
18. CCOc1cc2c3c(c1)C1(Nc4ccccc4S1)C(=O)N3C(C)(C)CC2C (stereo unspecified)
  i	12.4	-6.3	3.0	-44.6	0.4	1.9	i	-1.5
19. CC1(CCC(=O)N2CCCC(N3CCN(c4ccc(F)cc4)CC3)C2)CC1 (stereo unspecified)
  i	3.1	14.3	-1.7	-3.3	-2.2	2.0	i	1.8
20. COCCNC(=O)c1cc(-c2ccc(OC)c(OC)c2)on1
  i	3.7	16.2	5.7	7.7	-8.5	8.4	i	-0.9
21. COc1cccc(N2CCN(C(=O)CCNS(=O)(=O)c3ccc4c(c3)c(=O)n(C)c(=O)n4C)CC2)c1
  i	-4.9	13.6	2.0	-0.5	0.0	-1.1	i	1.2
22. Cc1cccc2c(N=Nc3ccccc3)c(O)[nH]c12
  i	-19.1	15.0	-4.0	-23.5	-16.6	-6.0	/	30.2
23. Cc1ccccc1C(=O)N1CCN(c2ccc(NC(=O)c3ccc([N+](=O)[O-])o3)cc2)CC1
  i	-1.7	-4.2	-2.1	-15.8	1.1	0.8	i	-0.8
24. CCC(=O)Nc1ccc(Cl)c(NC(=O)c2ccc([N+](=O)[O-])cc2)c1
  i	5.6	-6.0	-0.3	4.9	-0.4	4.5	i	-6.0
25. Brc1ccc(N=C/C=C/C=C/Nc2ccc(Br)cc2)cc1
  i	-14.7	17.3	-2.3	5.1	-7.0	5.2	i	4.5
26. Cc1cc(/C=C2/SC(=S)N(c3ccc([N+](=O)[O-])cc3)C2=O)c(C)n1-c1cccnc1
  i	-40.0	-16.0	0.5	-16.3	47.2	17.1	i	9.6
27. COc1cccc(OC)c1C(=O)Nc1cc2c(cc1N1CCOCC1)n(C)c(=O)n2C
  i	11.5	-7.2	-1.3	1.7	-6.9	-0.3	i	-1.9
28. COc1ccc2oc(C(=O)OCC(=O)N3CCN(S(=O)(=O)c4ccccc4)CC3)c(C)c2c1
  i	-9.1	10.3	2.3	-7.1	21.9	10.4	i	-4.6
29. O=C(O)CC1(CC(=O)N2CCOCC2)CCCC1
  i	12.7	17.8	3.2	0.6	-4.1	-7.5	i	-0.4
30. COc1cccc(C2Nc3ccccc3NC3=C2C(=O)CC(C)(C)C3)c1OC (stereo unspecified)
  i	-0.3	-4.0	-1.3	-3.6	-3.2	2.7	i	2.3

Brought forward from above: 2 compounds, then new ones.
Screens in order: Neddylation inh	PABP1 MLLE inh	SKN-1 block	Rin1-Abl PPI inh	MT1-MMP act inh	FAS-TE inh	NadD block	Rpn11 inh	CSN inh
29. O=C(O)CC1(CC(=O)N2CCOCC2)CCCC1
  i	12.7	17.8	3.2	0.6	-4.1	-7.5	i	-0.4
30. COc1cccc(C2Nc3ccccc3NC3=C2C(=O)CC(C)(C)C3)c1OC (stereo unspecified)
  i	-0.3	-4.0	-1.3	-3.6	-3.2	2.7	i	2.3
31. O=C(NNC1CC(c2ccccc2)=NN1C(=O)c1ccccc1)c1ccccc1 (stereo unspecified)
  i	2.3	6.0	-5.7	1.2	-2.8	-2.3	i	-6.2
32. CCOc1ccc(N(CC(=O)NCC2CCCO2)S(=O)(=O)c2ccc(SC)cc2)cc1 (stereo unspecified)
  i	20.7	2.2	1.8	-29.6	2.1	-4.3	i	3.5
33. C#CCOCCOCCOCCNc1nc(N2CCN(C(=O)[C@H]([C@@H](C)CC)n3cc([C@@H](N)CC(C)C)nn3)CC2)nc(N2CCN(C(=O)[C@H]([C@@H](C)CC)n3cc([C@@H](N)CC(C)C)nn3)CC2)n1
  i	10.8	16.1	1.6	5.7	-8.2	3.9	i	3.9
34. Cc1ccc(-c2cc3nc(-c4ccccc4)cc(N4CCC5(CC4)OCCO5)n3n2)cc1
  /	-9.6	30.8	1.5	10.0	27.7	21.1	i	0.1
35. Cc1ccc(-c2noc(CCC(=O)NC3CCCc4ccccc43)n2)cc1 (stereo unspecified)
  i	0.7	-14.6	0.1	-1.9	9.6	-4.5	i	3.6
36. Cc1cccc(C)c1NC(=S)NCCSc1ccc(Cl)cc1
  i	-28.9	1.1	-1.4	-2.5	35.6	-9.2	i	-2.5
37. O=C(OCC1CC(c2ccccc2)=NO1)c1ccco1 (stereo unspecified)
  i	10.4	-5.2	1.8	2.1	-6.5	-2.5	i	-0.6
38. Cc1nnc(NC(=O)CN2CC(C)OC(C)C2)s1 (stereo unspecified)
  i	-6.6	7.1	-2.2	-0.2	-4.4	3.4	i	0.1
39. C[C@H](O)[C@@H]1C(=O)N2CCc3c([nH]c4ccccc34)[C@@H]2C[C@@H]1N(C)C(=O)NC1CCCCC1
  /	-1.9	19.1	-2.2	2.6	-5.3	3.7	i	-2.8
40. CC(OC(=O)C1CCCC1)C(=O)Nc1ccc(C(N)=O)cc1 (stereo unspecified)
  i	-9.3	-6.5	1.0	5.0	-3.1	-5.2	i	-1.8
41. COc1ccc(CC(=O)OCC(=O)Nc2ccc3c(c2)OCO3)cc1
  i	-1.8	13.0	0.1	5.3	-0.1	-1.5	i	-9.7
42. Cc1cc(C(=O)Nc2ccc3c(c2)CCC3)ccc1[N+](=O)[O-]
  i	4.7	14.1	-4.0	-1.4	30.4	-7.4	i	-1.5
43. CC(/C=N/n1cnnc1)=C\c1ccccc1
  i	-2.5	-11.9	-1.7	6.0	-8.5	-3.4	i	0.9
44. CCO[C@@H]1OC(C(=O)N2CCN(Cc3ccc4c(c3)OCO4)CC2)=C[C@H](c2csc3ccccc23)[C@H]1CCCO
  i	6.5	20.6	0.4	-1.7	21.1	-11.8	i	-0.9
45. Nc1ccc(N=Nc2ccccc2)c2cccnc12
  i	-1.3	15.5	-3.9	8.4	22.9	-3.9	i	-4.0
46. CN(CC(=O)NCc1ccccn1)S(=O)(=O)c1ccc(Cl)cc1
  i	-7.5	19.5	0.3	1.4	-2.6	-2.3	i	0.8
47. CCOC(=O)C1(CCOC)CCN(C(=O)c2sccc2C)CC1
  i	7.0	3.7	-1.8	-0.3	-0.5	-1.4	i	3.5
48. CNC(=O)c1c(C)nc(SCC(=O)NCc2ccc(OC)cc2)c(C#N)c1-c1ccco1
  i	-3.7	-0.2	0.6	1.4	-3.9	-1.0	i	-2.0
49. CN1C(=O)/C(=C/c2cc3c(cc2Br)OCO3)NC1=S
  i	-92.4	2.0	-0.9	-8.1	5.9	-7.0	i	-1.8
50. CCOC(=O)/C=C1\SCC(=O)N1Cc1nnc(-c2ccccc2Br)o1
  i	-51.7	19.9	1.7	-10.6	-12.0	0.9	i	17.0
51. O=C(Oc1oc(-c2ccco2)nc1C=Nc1ccccc1)c1ccoc1
  i	24.9	9.4	-1.8	-3.0	2.6	-1.6	i	1.6
52. CCC(=O)Nc1ccc(S(=O)(=O)Nc2cccc(C)c2)cc1OC
  i	22.6	-5.6	-0.9	4.7	-6.8	-5.2	i	0.5

From compound 31 to 33, as listed above:
Screens in order: Neddylation inh	PABP1 MLLE inh	SKN-1 block	Rin1-Abl PPI inh	MT1-MMP act inh	FAS-TE inh	NadD block	Rpn11 inh	CSN inh
31. O=C(NNC1CC(c2ccccc2)=NN1C(=O)c1ccccc1)c1ccccc1 (stereo unspecified)
  i	2.3	6.0	-5.7	1.2	-2.8	-2.3	i	-6.2
32. CCOc1ccc(N(CC(=O)NCC2CCCO2)S(=O)(=O)c2ccc(SC)cc2)cc1 (stereo unspecified)
  i	20.7	2.2	1.8	-29.6	2.1	-4.3	i	3.5
33. C#CCOCCOCCOCCNc1nc(N2CCN(C(=O)[C@H]([C@@H](C)CC)n3cc([C@@H](N)CC(C)C)nn3)CC2)nc(N2CCN(C(=O)[C@H]([C@@H](C)CC)n3cc([C@@H](N)CC(C)C)nn3)CC2)n1
  i	10.8	16.1	1.6	5.7	-8.2	3.9	i	3.9
